# USP1-UAF1 inh = blocks the human USP1/UAF1 deubiquitinase complex; AID 743255; 390,000 compounds, 0.23% hits; Potency, µM (titrated, usually from 57.1 µM), inactives show at the top dose activity change, negative = inhibition, actives largely listed as inhibitors; recombinant USP1/UAF1, Ub-Rhodamine cleavage fluorescence; O94782; also: % is scaled to controls: 0 for no effect and ±100 for the full control effect; nearly all actives have a fitted effect of over 60% in size; inactives centre near -12
#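 In this screen, compounds sit with the deubiquitinase complex (1nM) for 15 min at room temperature before Ub-Rho is added at 150nM final. Fluorescence rise is then followed for 6 reads every 60 seconds.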
# mIDH1 inhibitor = blocks human mutant IDH1 R132H enzyme; O75874; IDH1-R132H enzyme, NADPH consumption, diaphorase/resazurin fluorescence; Potency, µM (series often up to 76.6 µM), for inactives: top-dose activity change, negative = inhibition, actives largely listed as inhibitors; 390,000 compounds, 0.093% hits; also: % is scaled to controls: 0 for no effect and ±100 for the full control effect; nearly all actives have a fitted effect of over 65% in size
# Target sequence (O75874 whole entry R132H, stated change not applied): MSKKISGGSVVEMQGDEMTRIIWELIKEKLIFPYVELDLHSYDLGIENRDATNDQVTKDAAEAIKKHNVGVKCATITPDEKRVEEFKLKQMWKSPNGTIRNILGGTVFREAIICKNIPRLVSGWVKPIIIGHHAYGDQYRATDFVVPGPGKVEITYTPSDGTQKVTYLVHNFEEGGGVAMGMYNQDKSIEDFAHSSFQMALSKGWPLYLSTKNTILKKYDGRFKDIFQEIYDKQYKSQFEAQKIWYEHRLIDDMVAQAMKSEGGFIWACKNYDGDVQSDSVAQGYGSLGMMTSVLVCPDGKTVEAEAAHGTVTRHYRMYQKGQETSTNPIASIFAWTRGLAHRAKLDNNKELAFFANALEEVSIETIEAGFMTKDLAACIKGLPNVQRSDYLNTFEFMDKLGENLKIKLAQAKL
#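 IDH1-R132H (0.5 ug/mL) preincubated 30 min with compound, then NADPH (0.016 mM) and alpha-KG (2 mM) added; 80 min at RT, pH 7.5. Remaining NADPH coupled via diaphorase/resazurin to fluorescence (540/590 nm); concentration-response curves normalized to no-enzyme control.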
# ALOX12 inh = blocks human arachidonate 12S-lipoxygenase. AID 1671190. purified 12hLO, xylenol orange hydroperoxide absorbance. Potency, µM (highest dose often 108 µM), for inactives: at the highest dose activity change, negative = inhibition, most hits filed as inhibitors. 580,000 compounds, 1.1% hits; also: % is scaled to controls: 0 for no effect and ±100 for the full control effect
#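 Purified human 12hLO at 150 nM in 25 mM Hepes, 0.01% Triton X-100, pH 7.0, preincubated 15 min at room temperature with compound. Reaction started with 40 uM arachidonic acid, 30 min at room temperature. Hydroperoxide measured by Fe-xylenol orange, 573/405 nm absorbance ratio.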
# TrxR1 substrate = rat thioredoxin reductase 1 substrate activity. O89049. purified TrxR1 substrate turnover, NADPH consumption readout. Potency, µM (titrated, usually from 114 µM), for inactives: top-dose activity change, negative = substrate turnover. 390,000 compounds, 0.01% hits. AID 588456; also: % is scaled to controls: 0 for no effect and ±100 for the full control effect; nearly all actives have a fitted effect of over 50% in size
#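 Rat TrxR1, dispensed at 90 nM, was prereduced with 400 uM NADPH (final) for 5 min at ~22 deg C, then incubated with compound 15 min before 400 uM selenite. A first-read NADPH fluorescence drop versus no-compound background flagged substrates.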
# RGS4 inhibitor = human RGS4 inhibition; P49798; Transcreener GDP fluorescence polarization, RGS4-accelerated GTP hydrolysis; Potency, µM (doses to about 114 µM), for the others: top-dose activity change, negative = inhibition, most hits filed as inhibitors; 390,000 compounds, 0.039% hits; also: % is scaled to controls: 0 for no effect and ±100 for the full control effect; nearly all actives have a fitted effect of over 75% in size; some results filed as inactive show a strong effect at the top dose
# Target sequence (P49798 whole entry, looked up): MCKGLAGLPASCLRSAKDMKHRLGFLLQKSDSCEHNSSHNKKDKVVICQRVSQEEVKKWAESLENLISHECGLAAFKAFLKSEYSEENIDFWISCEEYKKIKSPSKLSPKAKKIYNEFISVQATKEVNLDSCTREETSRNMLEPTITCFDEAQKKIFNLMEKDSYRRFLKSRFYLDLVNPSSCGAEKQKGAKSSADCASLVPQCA
#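 MLSMR compounds (23 nl, pin-transferred) preincubated 10 min at room temperature with a 500nM (2x) first reagent, then RGS4 at 900nM (2x) plus Transcreener GDP mix added; fluorescence polarization (620/688 nm) read before and after 90 min at 30 °C.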
# Vif-APOBEC3G blk = Vif-A3G binding inhibition; 410,000 compounds, 0.076% hits; Potency, µM (series often up to 46.1 µM), for the others: at the highest dose activity, negative = active, hits mostly inhibitors; HeLa A3G-eYFP + Vif (tagged APOBEC3G with the HIV-1 protein that degrades it), YFP fluorescence, overnight; Q9HC16;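 also: % is scaled to controls: 0 for no effect and ±100 for the full control effect; nearly all actives have a fitted effect of over 60% in size; hits raise eYFP signal because A3G escapes Vif-driven loss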
# Target sequence (Q9HC16 whole entry, looked up): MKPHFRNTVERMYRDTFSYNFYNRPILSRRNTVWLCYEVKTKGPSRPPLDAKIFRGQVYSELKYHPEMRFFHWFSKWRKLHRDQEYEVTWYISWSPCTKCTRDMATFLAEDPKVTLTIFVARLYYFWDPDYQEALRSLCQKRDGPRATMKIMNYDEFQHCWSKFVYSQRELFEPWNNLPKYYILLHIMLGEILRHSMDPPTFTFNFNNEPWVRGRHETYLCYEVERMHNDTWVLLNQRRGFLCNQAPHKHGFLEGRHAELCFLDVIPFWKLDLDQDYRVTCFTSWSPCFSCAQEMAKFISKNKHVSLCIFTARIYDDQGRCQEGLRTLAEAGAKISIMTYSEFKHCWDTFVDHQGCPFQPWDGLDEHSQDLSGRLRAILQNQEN
#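 Read-out is eYFP fluorescence (Ex 488/Em 500-530) from Vif-expressing HeLa A3G-eYFP cells; more signal means A3G escaped Vif-mediated degradation. Cells plated overnight, compound pinned in, incubated overnight at 37 deg C.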
# rTrxR1 inhibitor = blocks rat thioredoxin reductase 1; O89049; recombinant rTrxR1, NADPH fluorescence consumption, selenite substrate; Potency, µM (top dose mostly 114 µM), without a hit: at the highest dose activity change, negative = inhibition, actives largely listed as inhibitors; 390,000 compounds, 1% hits; AID 588453; also: % is scaled to controls: 0 for no effect and ±100 for the full control effect; nearly all actives have a fitted effect of over 65% in size
#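 Rat TrxR1 (90 nM in the dispensed reagent) was pre-reduced with 400 uM NADPH for 5 min at room temperature, then incubated with compound for 15 min. After 400 uM selenite was added, NADPH fluorescence (Ex 340/Em 450 nm) was followed for 8 min.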
# Vif-A3F inh = Vif-A3F binding inhibition; HeLa A3F-eYFP + Vif (tagged APOBEC3F with the HIV-1 protein that degrades it), YFP fluorescence increase; Potency, µM (highest dose often 46.1 µM), for the others: top-dose activity, negative = active; 390,000 compounds, 0.2% hits; also: % of control where 0% means no effect; nearly all actives have a fitted effect of over 65% in size
#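 Fluorescence increase (Ex 488/Em 500-530) after overnight compound treatment at 37 deg C flags inhibition of Vif-driven A3F-eYFP loss in stable HeLa A3F-eYFP/Vif cells seeded overnight beforehand.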
# RXFP1 ag = agonists of human relaxin receptor RXFP1 | Q9HBX9 | HEK293T-RXFP1 cAMP TR-FRET, 30 min; response scale: percent of porcine relaxin response, buffer zero | Potency, µM (top dose mostly 57.5 µM), for the others: at the top dose activation, usual class: activators | 370,000 compounds, 0.3% hits; also: % is scaled to controls: 0 for no effect and ±100 for the full control effect; nearly all actives have a fitted effect of over 60% in size; many of its hits are not listed in these tables
#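 Agonist response is measured as cAMP accumulation in an RXFP1-transfected HEK293T line under PDE4 inhibition. Values are scaled between buffer-only and 29 nM porcine relaxin, and EC50s come from standard Hill equation fits.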
# Active calls of the source: *; ? = inconclusive; · = no result given; & = joins results of further samples; [ ] = another dose, or the depositor's remark. Calls follow the shape of the dose curve; as a rule, active = well fitted curve in the direction sought with a large enough effect; inconclusive = small, poorly fitted or top-dose-only effect, or another doubt; inactive = no such curve, though single readings can be large; an effect the other way counts as inactive or inconclusive. Potency is read from the fitted curve at half-maximal effect. Not all compounds are listed, so the mix of outcomes need not match the whole.
1. COc1cc(NC(=O)CSc2nc3ccccc3nc2Cc2ccc(Cl)cc2)cc(OC)c1
2. Cn1c(=O)c2[nH]c(SCC(=O)c3ccc(F)cc3)nc2n(C)c1=O
3. Cc1ccc(S(=O)(=O)Nc2cccc(-c3ccc(N4CCC(C)CC4)nn3)c2)s1
4. COc1ccc(CN2CCOCCOCCN(Cc3ccc(OC)cc3)CCOCCOCC2)cc1
5. N#Cc1cccc(NC(=O)CSc2ccccc2)c1
6. CC1=C(C(=O)Nc2cccc(C(F)(F)F)c2)C2(CCCCCC2)OC1=O
7. COc1ccc(NC(=O)COC(=O)CCSc2ccccc2)cc1
8. CC(C)(C)NCc1cccn1-c1sc2c(c1C#N)CCCC2
entry no.	1	2	3	4	5	6	7	8
USP1-UAF1 inh	-11%	-18%	-17%	-17%	-11%	-5%	2%	-18%
mIDH1 inhibitor	18%	14%	-10%	1%	0%	-10%	-1%	1%
ALOX12 inh	-15%	0%	?	-23%	-27%	-24%	-5%	?
TrxR1 substrate	2%[57.1 µM]	?	-1%[57.1 µM]	8%[57.1 µM]	6%	-5%	-2%	1%
RGS4 inhibitor	-12%	-22%	-11%	3%	9%	-8%	-3%	-6%
Vif-APOBEC3G blk	4%	3%	-3%	1%	1%	-8%	-4%	-2%
rTrxR1 inhibitor	13%[57.1 µM]	-10%	14%[57.1 µM]	14%[57.1 µM]	7%	0%	1%	8%
Vif-A3F inh	-3%	-1%	6%	2%	-11%	1%	-5%	1%
RXFP1 ag	1.9%	22%	3.9%	-1.7%	10.0%	1.5%	·	0.7%

9. Cc1nn(CCCC(=O)Nc2cc(C(F)(F)F)ccc2Cl)c(=O)c2c1sc1ccccc12
10. COc1ccc(CCNC(=O)Cn2ncc3c(C)n(Cc4ccccc4F)c(C)c3c2=O)cc1OC
11. Cc1ccsc1C(=O)OCC(=O)Nc1ccc(Cl)cn1
12. CS(=O)(=O)Nc1ccc(S(=O)(=O)N2CCCCCC2)cc1
13. COc1ccc(C(=O)c2c[nH]c(C(=O)NCc3ccco3)c2)cc1
14. Cc1c(C(=O)N2CCCCCC2)c(S(=O)(=O)NCc2ccccc2Cl)c(C)n1C
15. CCC(=O)Oc1ccc(NC(=O)c2ccc(S(=O)(=O)N3CCCC3)cc2)cc1
16. O=C(COc1ccc(Br)cc1Cl)NNC(=O)c1ccccc1
entry no.	9	10	11	12	13	14	15	16
USP1-UAF1 inh	-13%	-22%	-20%	?	-7%	-17%	4%	-9%
mIDH1 inhibitor	0%	6%	-7%	-7%	-1%	-9%	-2%	-1%
ALOX12 inh	-9%	4%	-23%	-6%	0%	-1%	-8%	-18%
TrxR1 substrate	-1%	4%	-1%	2%	-6%	-3%	·	0%
RGS4 inhibitor	-18%	?	13%	5%	-14%	37%[11.4 µM]	·	7%
Vif-APOBEC3G blk	-3%	-6%	-5%	2%	-4%	4%	-5%	0%
rTrxR1 inhibitor	19%	8%	11%	15%	21%[57.1 µM]	-1%	·	26%
Vif-A3F inh	0%	1%	4%	1%	-1%	-1%	-5%	-6%
RXFP1 ag	2.5%	1.4%	·	2.9%	0.6%	1.9%	·	0.7%

17. C/C(=N\OC(=O)c1ccc(OC(C)C)cc1)c1ccc(C)c(C)c1
18. CCSc1nnc(NC(=O)c2nc(-c3ccccc3)n(-c3ccccc3)n2)s1
19. O=C(NCC1CCCO1)c1ccc2c(c1)C(=O)N(C1CCCCC1)C2=O (stereo not given)
20. CC(=O)Nc1ccc(C=C(C#N)c2ccc(C)cc2)cc1
21. CN1CCN(S(=O)(=O)c2cccc(C(=O)NCCOc3ccccc3F)c2)CC1
22. CC(=O)Oc1ccc(OC(C)=O)c(S(=O)(=O)c2ccc(C)c(C)c2)c1
23. COC(=O)c1c(-c2cccs2)csc1NC(=O)COc1ccccc1
24. CC(C)(C)OC(=O)n1cc(CCO)c2ccccc21
entry no.	17	18	19	20	21	22	23	24
USP1-UAF1 inh	?	-18%	-20%	-14%	-9%	-20%	-22%	-21%
mIDH1 inhibitor	5%	0%	6%	4%	-1%	-15%	·	-3%
ALOX12 inh	0%	0%	248%[activator]	-12%	-1%	0%	?	6%
TrxR1 substrate	-10%[57.1 µM]	-4%	-1%	·	14%	-4%	-2%	4%
RGS4 inhibitor	-8%	-24%	-5%	·	-4%	-3%	-76%	-5%
Vif-APOBEC3G blk	-1%	1%	-10%	2%	0%	-1%	·	2%
rTrxR1 inhibitor	-8%[57.1 µM]	-4%	-2%	·	28%	-27%	-5%	15%
Vif-A3F inh	5%	-10%	-7%	-10%	-5%	-11%	·	4%
RXFP1 ag	0.5%	-0.5%	3.2%	·	-1.7%	0.0%	10%	0.3%

25. Cc1ccc(NC(=O)C2C3C=CC4(O3)C2C(=O)N(CCCN2CCOCC2)C4C(=O)NC2CCCCC2)cc1Cl (stereo not given)
26. COC(=O)c1c(-c2ccc(OC)cc2)sc2cc3c(cc12)OCO3
27. Cc1cccc(C)c1NC(=S)N1CCOCC1
28. CC(C)c1nn2c(=O)cc(COC(=O)c3ccc(NC(=O)COc4ccccc4)cc3)nc2s1
29. N#C/C(C(=O)Oc1ccccc1)=C1\C=Cc2ccccc2N1
30. COc1cc(Cl)c(C)cc1NC(=O)COC(=O)C1CC1C (stereo not given)
31. C#CCNC(=O)C1=C[C@@H](C2CCCCC2)C[C@@H](OCCCCO)O1
32. Cc1cnc(NS(=O)(=O)c2ccccc2)c(C)n1
entry no.	25	26	27	28	29	30	31	32
USP1-UAF1 inh	-13%	-28%	-2%	-20%	-17%	-4%	-11%	-21%
mIDH1 inhibitor	6%	5%	6%	-4%	0%	8%	25%	5%
ALOX12 inh	-3%	15%	-4%	?	-4%	5%	-11%	6%
TrxR1 substrate	6%	87%[activator][57.1 µM]	14%[2.29 µM]	7%[57.1 µM]	5%	-4%	6%[57.1 µM]	-10%
RGS4 inhibitor	3%	9%	18%	-12%	-6%	17%	-19%	-7%
Vif-APOBEC3G blk	2%	2%	2%	-7%	-6%	-4%	1%	-1%
rTrxR1 inhibitor	15%	73%[activator][57.1 µM]	24%[57.1 µM]	14%[57.1 µM]	-6%	13%	-51%	-17%
Vif-A3F inh	-3%	5%	3%	-5%	-4%	6%	7%	3%
RXFP1 ag	-4.2%	5.1%	1.9%	20%	-0.4%	·	0.1%	0.4%

33. CCOc1ccc(NC(=O)CCC(=O)N2CCSc3ccccc32)cc1
34. O=C(CCN1CCCCC1)Nn1c(=S)[nH]c2ccccc2c1=O
35. COc1ccccc1C(=O)NCCC(=O)N1CCCC(C(F)(F)F)C1 (stereo not given)
36. Cc1cccc2c1-c1sc(C(=O)NCCCN3CCCC(C)C3)cc1CO2 (stereo not given)
37. O=C1CSC(c2ccccc2[N+](=O)[O-])N1c1cccc(F)c1 (stereo not given)
38. CC(NC(=O)C12CC3CC(CC(C3)C1)C2)C(=O)NN=Cc1ccc([N+](=O)[O-])o1 (stereo not given)
39. Cc1onc(-c2ccccc2Cl)c1C(=O)Nc1nnc(Cc2ccc(Cl)cc2)s1
40. Cc1nc(-c2cccc(NC(=O)Nc3ccc([N+](=O)[O-])cc3)c2)no1
41. COC(=O)Cc1ccc2c3ccccc3n(C)c2c1
42. COC(=O)CSc1nc2sc3c(c2c(=O)n1-c1ccccc1)C(C)CCC3 (stereo not given)
entry no.	33	34	35	36	37	38	39	40	41	42
USP1-UAF1 inh	-10%&10%	-3%	-12%	-18%	-4%	-22%	-22%	-24%	-21%	2%
mIDH1 inhibitor	-7%&-8%	2%	-5%	-1%	3%	5%	5%	5%	1%	8%
ALOX12 inh	83%&-10%	-21%	23%	?	-29%	-7%	168%[activator]	-16%	3%	-14%
TrxR1 substrate	-2%[57.1 µM]	-1%	0%	410%[activator]	-6%	-9%	8%[57.1 µM]	1%[57.1 µM]	0%	0%
RGS4 inhibitor	1%&6%	27%	20%	-5%	-3%	6%	-25%	?	-12%	-8%
Vif-APOBEC3G blk	-8%&2%	0%	1%	0%	-3%	-22%	-2%	-12%	-6%	1%
rTrxR1 inhibitor	4%[57.1 µM]	38%[activator]	23%	61%[activator]	-6%	-57%	17%[57.1 µM]	14%[57.1 µM]	8%	-1%
Vif-A3F inh	-4%&3%	11%	-9%	-25%	-16%	4%	-3%	-4%	-1%	0%
RXFP1 ag	0.4%&4.2%	0.8%	·	15%	0.4%	·	2.4%	2.0%	0.6%	2.1%

# An excerpt from above in order of SMILES length, low to high:
30. COc1cc(Cl)c(C)cc1NC(=O)COC(=O)C1CC1C (stereo not given)
29. N#C/C(C(=O)Oc1ccccc1)=C1\C=Cc2ccccc2N1
17. C/C(=N\OC(=O)c1ccc(OC(C)C)cc1)c1ccc(C)c(C)c1
15. CCC(=O)Oc1ccc(NC(=O)c2ccc(S(=O)(=O)N3CCCC3)cc2)cc1
entry no.	30	29	17	15
USP1-UAF1 inh	-4%	-17%	?	4%
mIDH1 inhibitor	8%	0%	5%	-2%
ALOX12 inh	5%	-4%	0%	-8%
TrxR1 substrate	-4%	5%	-10%[57.1 µM]	·
RGS4 inhibitor	17%	-6%	-8%	·
Vif-APOBEC3G blk	-4%	-6%	-1%	-5%
rTrxR1 inhibitor	13%	-6%	-8%[57.1 µM]	·
Vif-A3F inh	6%	-4%	5%	-5%
RXFP1 ag	·	-0.4%	0.5%	·

# Screens (PubChem BioAssay)
